hERG WT inh: inhibitors of human wildtype KCNH2 potassium channel; Q12809; U2OS, BacMam KCNH2, thallium flux FluxOr; stronger effect = lower value; AID 720551; activity change, % at 1.84 µM; 0.37% of 340,000 active;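 active means maximum activity change below -70%; inconclusive means maximum activity change between -70% and -50%; inactive means maximum activity change above -50%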
Target sequence (Q12809 whole entry, looked up): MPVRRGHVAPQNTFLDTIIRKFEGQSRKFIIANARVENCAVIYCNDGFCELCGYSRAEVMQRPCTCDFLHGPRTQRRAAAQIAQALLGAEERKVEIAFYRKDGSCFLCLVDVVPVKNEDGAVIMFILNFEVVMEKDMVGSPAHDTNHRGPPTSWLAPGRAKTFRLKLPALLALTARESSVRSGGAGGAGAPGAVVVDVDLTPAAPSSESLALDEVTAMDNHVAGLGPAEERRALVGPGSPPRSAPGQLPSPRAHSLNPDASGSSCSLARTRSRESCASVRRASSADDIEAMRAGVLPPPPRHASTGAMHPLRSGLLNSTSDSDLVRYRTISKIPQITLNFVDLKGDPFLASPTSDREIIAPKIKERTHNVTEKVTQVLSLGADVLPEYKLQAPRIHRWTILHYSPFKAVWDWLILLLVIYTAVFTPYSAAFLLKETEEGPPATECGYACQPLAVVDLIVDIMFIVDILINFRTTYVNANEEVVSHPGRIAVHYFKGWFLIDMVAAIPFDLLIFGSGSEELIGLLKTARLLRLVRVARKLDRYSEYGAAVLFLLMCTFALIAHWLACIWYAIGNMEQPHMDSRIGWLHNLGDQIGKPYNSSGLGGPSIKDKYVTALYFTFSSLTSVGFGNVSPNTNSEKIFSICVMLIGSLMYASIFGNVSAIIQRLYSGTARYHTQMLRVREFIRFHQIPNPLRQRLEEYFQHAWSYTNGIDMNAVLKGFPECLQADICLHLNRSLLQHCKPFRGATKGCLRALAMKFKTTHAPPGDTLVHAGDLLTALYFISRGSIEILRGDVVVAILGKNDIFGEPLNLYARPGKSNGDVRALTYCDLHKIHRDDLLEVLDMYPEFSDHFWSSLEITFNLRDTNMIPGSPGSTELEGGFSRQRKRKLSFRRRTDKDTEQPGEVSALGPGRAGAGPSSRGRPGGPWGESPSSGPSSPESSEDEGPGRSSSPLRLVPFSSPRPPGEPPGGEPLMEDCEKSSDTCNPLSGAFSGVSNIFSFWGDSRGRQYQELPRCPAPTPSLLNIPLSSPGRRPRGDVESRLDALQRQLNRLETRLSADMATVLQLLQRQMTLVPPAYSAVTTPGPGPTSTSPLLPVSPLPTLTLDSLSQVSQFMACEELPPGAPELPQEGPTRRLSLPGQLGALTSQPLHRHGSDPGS
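U2OS cells transduced with wild-type KCNH2 virus are loaded with FluxOr dye for 45 min, and thallium flux is measured in kinetic reads before and after stimulation buffer. Rate constants are normalized to DMSO controls.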
FBPA coupling cs: counter-screen for Giardia aldolase inhibitors: coupling enzyme system | 0.67% of 290,000 active | activity change, negative = inhibition, % at 58.2 µM, hits read low | coupling enzyme system counterscreen, AmpLite Red fluorescence | AID 2472; in the data active means activity change below about -30%
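Coupling enzymes only (glyceraldehyde-3-phosphate) + compound, at 57.5 uM final, 10 min RT; add substrate/coupling/AmpLite Red mix, 20 min RT; fluorescence ex 525/em 598 nm. Actives flag coupling-system interference.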
GALK inh: galactokinase (human) inhibition | Potency, µM (highest dose often 57.5 µM), for the others: at the highest dose activity change, negative = inhibition, most hits filed as inhibitors | P51570 | Purified GALK, Kinase-Glo residual ATP luminescence | 0.007% of 270,000 active; further: potency means the concentration at half of the fitted maximal effect
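The enzyme phosphorylates galactose (100 uM) using ATP (35 uM); inhibition is detected as higher residual ATP, quantified by bioluminescence after 1 h reaction at room temperature, pH 8.0.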
Eya2 inh: inhibitors of human Eya2 phosphatase activity. O00167. recombinant Eya2, OMFP fluorescence dephosphorylation (OMFP is methylfluorescein phosphate). Potency, µM (series often up to 76.9 µM), for the others: at the top dose activity, negative = inhibition, usual class: inhibitors. 0.006% of 330,000 active; further: potency means the concentration at half of the fitted maximal effect
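Eya2 (0.2 uM) preincubated 10 min at ambient with compound, then OMFP substrate added at 50 uM; 10 min reaction in 50 mM HEPES pH 7.5, 50 mM NaCl, 5 uM MgCl2, 0.05% BSA, 1 mM DTT. Fluorescence read at Ex 485/Em 525 nm.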
KCNH2 3.1 inh: blocks the human KCNH2 3.1 channel isoform | U2OS KCNH2 3.1, thallium flux FluxOr; stronger effect = lower value | activity change, % (tested at about 1.8 µM) | 0.95% of 340,000 active | AID 720553;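 active means maximum activity change below -70%; inconclusive means maximum activity change from -70% to -50%; inactive means maximum activity change above -50%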;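 further: thallium influx rate constant from kinetic fluorescence after stimulation buffer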
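We transduce U2OS cells with the mutant 3.1 virus, culture them overnight, load FluxOr with Red40 quencher for 45 min, then add stimulation buffer and read kinetically for 2 min to derive a normalized rate constant.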
Giardia kill: Giardia lamblia killing; Giardia lamblia trophozoite viability; activity change, % at 7.66 µM, hits read low; 0.15% of 340,000 active; AID 540267; in the data active means activity change below about -80%; inconclusive means between about -30% and that limit;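 further: parasites exposed to compound for two days anaerobically before the ATP read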
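Luminescent ATP signal served as the viability read-out, measured 15-30 min after adding ATP detection reagent to trophozoites that had been incubated with compounds for 48 hrs at 37 deg C anaerobically at 100 cells/well.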
B2AR arrestin: recruits beta-arrestin to the human beta2-adrenergic receptor | P07550 | beta-arrestin recruitment to beta2AR, cell-based reporter | Potency, µM (doses to about 46.1 µM), for the others: at the top dose activation, most hits filed as activators | 0.02% of 330,000 active | AID 492947;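 further: potency means the concentration at half of the fitted maximal effect; 0% = DMSO controls and full agonism = EC100 isoproterenol or metaproterenol; nearly all actives have a fitted effect of over 65% in size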
USP2a block: USP2a (human) protease inhibition; 0.01% of 330,000 active; Potency, µM (top dose mostly 38.3 µM), inactives show at the top dose activity change, negative = inhibition, actives largely listed as inhibitors; AID 463254; USP2 core, Ub-CHOP2 coupled fluorogenic reporter, 485/531;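 further: potency means the concentration at half of the fitted maximal effect; plate controls were DMSO wells for no effect and full inhibition by NEM control for full effect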
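Cell-free coupled assay: 10nM USP2 core preincubated 30min RT with compound in Tris-HCl pH 8.0/CaCl2/CHAPS buffer, then 25nM Ub-CHOP2 and 25nM reporter substrate; fluorescence (Ex 485/Em 531) read after 60min RT, normalized to NEM inhibition, concentration-response curves fitted.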
uPA surface inh: blocks generation of uPA at the cell surface; cell surface uPA generation assay, qHTS; Potency, µM (doses to about 38.3 µM), inactives show top-dose activity change, negative = inhibition, usual class: inhibitors; 0.31% of 330,000 active; AID 540303; active means well fitted inhibition curve with a large enough effect; inconclusive means small, poorly fitted or top-dose-only effect; inactive means no such curve, though single readings can be large or run the other way; tested in mouse RAW 264.7 cells; further: potency means the concentration at half of the fitted maximal effect; nearly all actives have a fitted effect of over 55% in size
BCR signal inh: blocks chronic active B-cell receptor signaling | AID 493014 | ABC-DLBCL IkBa-CBG/CBR reporter, luminescence ratio, 4 h | Potency, µM (titrated, usually from 46.1 µM), without a hit: at the top dose ratio change, negative = lower green/red ratio, hits mostly inhibitors | 0.05% of 340,000 active; active means well fitted inhibition curve with a large enough effect in the signal ratio, with a control signal flat, not every such curve was filed as active; inconclusive means small, poorly fitted or top-dose-only effect, or effect the other way, or a change in a side signal; the % refers to the signal ratio;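 further: potency means the concentration at half of the fitted maximal effect; plate controls were basal doxycycline-induced cells for no effect and cells given 10 µM MG132 for full effect; MG132 reads +100%, hits lower the ratio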
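Cell line TMD8 (human ABC DLBCL), stably expressing tet-inducible CBG68-IkBa fusion and CBR; IMDM/0.5% FBS; cpd up to 46 uM; dox induction, 4 h, 37C/5% CO2; dual luminescence; green/red ratio; MG132 control.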
PKM2 act: increases activity of human pyruvate kinase M2. P14618. purified PKM2, Kinase-Glo ATP luminescence, activation; response scale: 0% is enzyme alone, no compound. Potency, µM (doses to about 57.5 µM), inactives show at the highest dose activation, actives largely listed as activators. 0.34% of 260,000 active. AID 1631; further: potency means the concentration at half of the fitted maximal effect; nearly all actives have a fitted effect of over 55% in size
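Purified hPK-M2 (>95% pure) converted ADP (0.1 mM final) to ATP with 0.5 mM PEP in 50 mM imidazole pH7.2, KCl, MgCl2, Tween 20, BSA; 1 h at room temperature. ATP detected by Kinase-Glo luminescence.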
An asterisk follows results filed as active; ? = inconclusive; nt = not tested or not shown; [ ] = dose if it differs, or a comment. Unless noted, the call rests on the fitted dose curve; in most records, active means well fitted curve in the direction sought with a large enough effect; inconclusive means small, poorly fitted or top-dose-only effect, or another doubt; inactive means no such curve, though single readings can be large; an effect the other way counts as inactive or inconclusive. Unless noted, on the % scale 0 is the no-effect control and ±100 the full control effect.

Structure | hERG WT inh | FBPA coupling cs | GALK inh | Eya2 inh | KCNH2 3.1 inh | Giardia kill | B2AR arrestin | USP2a block | uPA surface inh | BCR signal inh | PKM2 act
O=[N+]([O-])c1ccc(-n2nnnc2CN2CCCCC2)cc1 | 3 | -1 | -2% | -1% | -4 | 10 | 0.1% | 0% | 3% | ? | 10%
COCCNC(=O)C1CCN(C(=O)c2cc3sccc3n2Cc2ccc(F)cc2)CC1 | -10 | 2 | -2% | -8% | 5 | -19 | -0.9% | 1% | -17% | 6% | 1%
COc1ccc(/C=C/C(=O)CCC(=O)O)cc1 | 1 | 5 | 1% | -3% | -2 | -19 | -1.0% | -2% | -1% | 13% | -16%
Cc1ccc(Cn2c(=N)c(C(=O)NCCN3CCOCC3)cc3c(=O)n4ccccc4nc32)cc1 | 10 | 3 | 5% | 7% | 4 | 3 | -1.1% | 0% | 16% | 3% | 8%[0.46 µM]
CC(C)(CO)NCc1ccc(Br)cc1 | -5 | 2 | 1% | 14% | -34 | -3 | -0.8% | -1% | 3% | -11% | 13%
CC(OC(=O)CCN=C1NS(=O)(=O)c2ccccc21)C(=O)Nc1ccc(F)c(F)c1F (stereo not given) | 9 | nt | nt | 26% | 8 | 8 | -0.4% | 1% | -1% | 1% | nt
COc1ccc(OC)c(S(=O)(=O)n2nnc3ccccc32)c1 | 10 | -5 | 1% | 3% | 6 | -8 | 0.0% | 1% | -5% | 1% | -2%
Cc1ccn2cc(-c3ccc(O)c(O)c3)nc2c1 | 12 | -6 | 13% | -25% | 1 | ? | -0.3% | 1% | ? | ? | nt
CCCCSC(=S)NC1CCS(=O)(=O)C1 (stereo not given) | 18 | 0 | 0% | 1% | -6 | -1 | -0.4% | 3% | -8% | ? | 4%
Cc1cc(NC(=O)CCC(=O)N(CC(=O)NC2CCCC2)c2ccc(F)c(Cl)c2)no1 | -9 | -3 | -4% | -16% | -11 | 10 | -0.3% | 0% | 0% | 0% | nt
CCN(CC)CC(=O)c1ccc(-c2ccccc2)cc1 | 18 | 13 | 0% | -2% | -17 | -11 | -0.3% | -2% | nt | ? | -16%
Cc1ccc(C)[n+](CC(=O)N2CCCCC2)c1 | 16 | 2 | -2% | -2% | -4 | 6 | 0.0% | -1% | 0% | -4% | 3%
CC1CCN(CCCNC(=O)c2cc3c(s2)-c2ccccc2OC3)CC1 | 14 | 3 | -1% | -12% | -45 | -17 | 0.0% | 2% | 2% | 7% | nt
Cn1c(=O)c2c(nc(Sc3ncnn3CC(=O)NC3CCCCC3)n2C)n(C)c1=O | 9 | 3 | 4% | -2% | -20 | -3 | -1.0% | 0% | 7% | 9% | -3%
CC(=O)c1ccc(NC(=O)C2CC(=O)Nc3nc4ccccc4n32)cc1 (stereo not given) | 1 | 1 | 5% | -1% | -10 | -6 | -0.1% | 0% | 18% | -1% | 1%
C/C(=N\NC(=O)C1(C)NC(C)(C)Cc2ccccc21)c1ccccc1 (stereo not given) | 1 | 1 | -2% | -14% | -14 | ? | -0.3% | 0% | -2% | ? | 8%
CCOc1ccc(C(CC(=O)O)NC(=O)c2ccco2)cc1 (stereo not given) | 12 | 0 | 0% | 5% | -3 | 1 | -1.2% | -3% | -2% | -4% | 3%
COCCCNC(=O)c1ccc2c(=O)n(Cc3ccc(Cl)cc3)c(=S)[nH]c2c1 | -11 | 1 | 1% | 5% | 1 | -3 | 0.0% | 1% | 0% | 6% | nt
CCCCN1C(=O)c2ccc(C(=O)OCC(=O)NCCc3ccc(S(N)(=O)=O)cc3)cc2C1=O | -1 | nt | nt | -9% | 8 | -7 | 0.1% | 1% | 7% | 1% | nt
CCN(CC)S(=O)(=O)c1cccc(C(=O)N[C@H](C(=O)NCc2ccc(Cl)cc2)C(C)C)c1 | 4 | 3 | 2% | 2% | 9 | -3 | 0.1% | 3% | -3% | 12% | -1%
O=C1c2ccccc2C(=O)c2[nH]cnc21 | -6 | -24 | -3% | -16% | 0 | ? | 0.2% | 2% | ? | ? | 0%
CCN(CCCNC(=O)CN(C)S(=O)(=O)c1ccc2c(c1)CCC(=O)N2)c1cccc(C)c1 | -4 | -5 | 3% | -19% | 2 | -11 | -0.6% | -3% | 0% | -3% | -6%
COC(=O)c1ccc(-n2c(C)cc(C(=O)COC(=O)CC3Sc4ccccc4NC3=O)c2C)cc1 (stereo not given) | 5 | -11 | -2% | -8% | -2 | 3 | 7.8% | -7% | -2% | 7% | -2%
CCOc1cc2[nH]c(=O)n(CCC(=O)N3CCN(c4ccccc4OC)CC3)c(=O)c2cc1OCC | -8 | 1 | 3% | 5% | -1 | 4 | -0.2% | 2% | -1% | -2% | -1%
C=CCc1cccc(CNc2c(C)cc(C)cc2C)c1O | 5 | -4 | 3% | -8% | 4 | 0 | -1.1% | 0% | -2% | 0% | 7%
C/C(=N\N1CCN(Cc2ccc(Cl)cc2)CC1)c1ccc([N+](=O)[O-])cc1 | -22 | 3 | -2% | 9% | ? | 1 | -0.1% | 1% | 3% | ? | -4%
CC1(C)Oc2ccc(C(=O)NC3CCCC3)cc2N(CC(=O)NC2CCCC2)C1=O | -11 | 2 | -1% | -4% | 14 | -12 | 0.2% | 3% | 0% | ? | -3%
c1ccc(CCn2nnnc2CN2CCc3ccccc32)cc1 | 2 | 2 | 2% | 1% | -8 | -17 | -1.0% | 1% | 3% | 3% | 2%
O=C(CNS(=O)(=O)c1ccccc1)Nc1ccc2c(c1)OCO2 | -6 | 3 | 1% | 7% | 2 | -22 | -0.5% | 0% | 0% | 0% | nt
CCOc1ccccc1N(C(=O)c1ccco1)C(C(=O)NC1CCCC1)c1cccnc1 (stereo not given) | -1 | 0 | -1% | -29% | 4 | 12 | -0.1% | 4% | 4% | ? | 1%

Remaining list, next part:
Structure | hERG WT inh | FBPA coupling cs | GALK inh | Eya2 inh | KCNH2 3.1 inh | Giardia kill | B2AR arrestin | USP2a block | uPA surface inh | BCR signal inh | PKM2 act
CCOC(=O)C(C)Sc1nc(-c2ccccn2)ncc1OC (stereo not given) | -2 | -8 | 0% | -13% | -1 | 4 | 0.1% | 2% | -1% | 8% | 0%
CCn1c(=O)c(CCC(=O)NCCN2CCOCC2)c(C)c2c(C)nn(-c3ccccc3)c21 | -18 | -2 | 6% | 3% | 6 | -10 | -0.8% | 0% | 4% | 0% | -4%[0.46 µM]
Cc1nnc(N/N=C/c2ccccc2C(F)(F)F)n1N | 2 | -2 | 0% | 3% | 18 | -14 | -0.6% | -2% | -23% | ? | -3%
COc1ccc(C(=O)c2ccc(Cl)cc2)c2ccccc12 | -4 | -2 | 2% | 6% | -9 | 11 | 0.1% | 0% | 0% | -15% | 3%
CSc1ccccc1NC(=O)c1cc(C(C)C)on1 | -1 | 0 | 1% | -15% | -4 | -14 | 0.1% | -1% | 4% | -11% | -5%
CC(C)N(CC#CC(O)(c1ccccc1)c1ccccc1)CCO | -1 | 0 | 2% | 1% | -3 | 16 | 0.5% | 4% | 2% | -4% | -2%
CC(C)(C)c1ccc(C(=O)N/C(N)=N/c2nc3ccccc3o2)cc1 | 1 | 1 | -1% | 8% | 3 | -10 | 0.1% | -1% | 12% | ? | -3%
COc1ccc(/C=C/C(=O)N(CCC(N)=O)c2ccccc2)cc1S(=O)(=O)N1CCOCC1 | -7 | nt | nt | -25% | 10 | 7 | -0.3% | -1% | 0% | -6% | nt
O=C(Cn1cnc2c(NCc3ccccc3)ncnc21)NCc1ccc2c(c1)OCO2 | 6 | nt | nt | 6% | 8 | 7 | -0.1% | 1% | ? | -3% | nt
COc1cc(OC)c(C(=O)Nc2ccccc2-c2ccccc2)cc1OC | 19 | 1 | 0% | -10% | -13 | -9 | 0.3% | 1% | -1% | ? | 11%
Cc1noc(C)c1COc1cccc(C(=O)OCC(=O)NC(=O)c2ccc(OC(F)F)cc2)c1 | 13 | -1 | 1% | 0% | -29 | 12 | 0.0% | 0% | -5% | -1% | -13%
CCCCOc1ccc(C(=O)NNC(=S)NC(=O)CC)cc1 | -20 | 4 | 0% | -20% | -1 | -2 | 0.0% | 5% | 2% | -1% | 0%
CCOC(=O)Cn1nnnc1CN(Cc1ccc(OC)cc1)Cc1cc2cc(CC)ccc2[nH]c1=O | 10 | -24 | 2% | -1% | -20 | -1 | 0.3% | -12% | -9% | 0% | 2%
CCn1c(CCNC(=O)c2ccc(C)cc2)nnc1SCc1ccc(Cl)c(Cl)c1 | -3 | 0 | 0% | 2% | -6 | 46[activator] | -0.6% | 0% | -1% | -4% | -4%
CC(=O)Oc1c(C(=O)c2nnc(C)o2)c(=O)n(C)c2ccccc12 | 8 | 2 | 2% | 4% | -8 | 6 | -0.5% | 1% | -3% | 2% | -4%
NS(=O)(=O)c1ccc(NC(=O)CSC2=NC(=O)C(c3ccccc3)C(=O)N2)cc1 (stereo not given) | 8 | 3 | 2% | -2% | 5 | 15 | -0.2% | -1% | 3% | 2% | 0%

Screening data deposited in PubChem by National Center for Advancing Translational Sciences (NCATS).
